A549 viability: A549 cytotoxicity, counter-screen for Nrf2 inhibitors. 390,000 compounds, 0.16% hits. Potency, µM (doses to about 46 µM), without a hit: at the highest dose activity change, negative = cytotoxicity, usual class: inhibitors. A549 ARE-Fluc cells, CellTiter-Fluor viability, 18-24 h; also: potency is read from the fitted curve at half-maximal effect; % is scaled to controls: 0 for no effect and ±100 for the full control effect
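Cytotoxicity counterscreen: CellTiter-Fluor fluorescence was measured in A549 ARE_Fluc cells after 18-24 h of compound exposure in a concentration series. The subsequent BugLite luminescent read reports ARE-luciferase activity.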
Nrf2 ARE act: activators of Nrf2 (ARE) signaling; AREc32 ARE-luciferase reporter (MCF7-derived line), luminescence, 24 h; Potency, µM (top dose mostly 46.1 µM), inactives show top-dose activation, actives largely listed as activators; 410,000 compounds, 0.31% hits; AID 624171; also: potency is read from the fitted curve at half-maximal effect; % of control where 0% means no effect; nearly all actives have a fitted effect of over 65% in size
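Luminescent ARE reporter assay in AREc32_Fluc cells: overnight plating at 37 deg C, 24 hr compound incubation, Steady-Glo added, 30 min RT before reading.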
pAkt inh: inhibitors of Akt phosphorylation. Neuro2A IGF-stimulated pAkt S473 HTRF, 20 min; stronger effect = lower value. activity change, % for hits at 50 µM. 360,000 compounds, 0.32% hits. AID 651550; in the data active = activity change below about -80%; inconclusive = mostly about -51% to -80%; also: % is scaled to controls: 0 for no effect and ±100 for the full control effect
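Neuro2A cells in DMEM with 0.5% FBS, overnight at 37 deg C, given compound at single 50 µM final, then IGF (6 nM final) for 20 min at 37 deg C. Lysed; phospho-Akt Ser473 by HTRF after 24 h, 665/615 ratio.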
Nrf2 inh: inhibitors of Nrf2 signaling | A549 ARE-Fluc reporter, luciferase luminescence, 18-24 h | Potency, µM (titrated, usually from 46 µM), inactives show at the top dose activity change, negative = inhibition, usual class: inhibitors | 360,000 compounds, 2.1% hits; also: potency is read from the fitted curve at half-maximal effect; % is scaled to controls: 0 for no effect and ±100 for the full control effect; nearly all actives have a fitted effect of over 60% in size
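Nrf2 function is reported as luminescence of an ARE-controlled luciferase in A549 cells. Compounds were tested at several concentrations, and a CellTiter-Fluor read on the same wells flagged cytotoxicity.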
MmCpn inh: blocks the Methanococcus maripaludis chaperonin Mm-Cpn; 330,000 compounds, 0.031% hits; AID 504842; Potency, µM (doses to about 76.9 µM), for the others: at the highest dose activity, negative = inhibition, usual class: inhibitors; purified Mm-Cpn ATPase, ADP Transcreener TR-FRET; also: potency is read from the fitted curve at half-maximal effect; % is scaled to controls: 0 for no effect and ±100 for the full control effect; nearly all actives have a fitted effect of over 80% in size
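Eu-cryptate anti-ADP/ADP-d2 competition gives a ratio inversely related to ADP. Enzyme at 25 nM was pre-exposed to compound for 10 min, then given 10 uM ATP for 30 min, 37°C throughout.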
HepG2 tox: counter-screen for TGF-b inhibitors: cytotoxicity in HepG2 cells; Potency, µM (doses to about 46.1 µM), for the others: at the highest dose activity change, negative = cytotoxicity, hits mostly cytotoxic; 410,000 compounds, 0.76% hits; HepG2 CAGA-GFP viability, ATP luminescence, 18 h; also: potency is read from the fitted curve at half-maximal effect; some results filed as inactive show a strong effect at the top dose
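HepG2 CAGA-GFP cells (1000/well, DMEM with 1% FBS) received compound, then TGF-beta at 500 pg/mL final, and were incubated 18 hours at 37 degrees C. Viability was read by CellTiter-Glo luminescence. Media-only wells were set as complete cell-killing and DMSO as no toxicity.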
Abeta yeast res: compounds reversing amyloid beta toxicity in yeast | yeast expressing A-beta42, growth rescue, OD600, 48 h; response scale: 0% DMSO, 100% iron-clioquinol control | Potency, µM (top dose mostly 46.1 µM), without a hit: at the top dose growth rescue, most hits filed as activators | 410,000 compounds, 0.063% hits; also: potency is read from the fitted curve at half-maximal effect; nearly all actives have a fitted effect of over 55% in size
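Yeast growth medium received pinned compounds, then yeast cells expressing toxic A-beta were added; plates incubated at 30 C for 48 hr. Growth read as absorbance at 600 nm, normalized to DMSO and equimolar FeCl3 plus clioquinol controls.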
CCT modulator: modulators of cytosolic chaperonin (CCT/TRiC) activity. activity change, % (test concentration not listed), hits read low. 360,000 compounds, 0.3% hits. purified chaperonin ATPase assay, HTRF ADP detection, 30 min; in the data active = activity change below about -30%; also: % is scaled to controls: 0 for no effect and ±100 for the full control effect
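Nucleotide hydrolysis assay: TRiC at 20–40 nM final (set by batch activity) with 10 uM ATP, 30 min at 37 °C, in presence of 76 uM compound. Detection by competitive ADP HTRF, 30 min ambient.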
TGFb inhibitor: TGF-b pathway inhibition | AID 588855 | 410,000 compounds, 1.2% hits | HepG2 CAGA-GFP TGF-b/SMAD3 reporter, GFP fluorescence, 18 h; TGF-beta stimulated, 500 pg/mL final | Potency, µM (doses to about 46.1 µM), for inactives: at the top dose activity, negative = inhibition, most hits filed as inhibitors; also: potency is read from the fitted curve at half-maximal effect; % is scaled to controls: 0 for no effect and ±100 for the full control effect; nearly all actives have a fitted effect of over 65% in size
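GFP signal (ex488/em500-530) from TGF-beta-stimulated HEPG2 CAGA-GFP cells, 500 pg/mL final, 18 h at 37 degrees C in DMEM plus 1% FBS, normalized to unstimulated and DMSO-stimulated controls.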
* marks the source's active call; other numbers are inactive results; i = inactive; ? = inconclusive; / = not tested or not shown; [ ] = remark or other dose. Unless noted, calls follow the shape of the dose curve; as a rule, active = well fitted curve in the direction sought with a large enough effect; inconclusive = small, poorly fitted or top-dose-only effect, or another doubt; inactive = no such curve, though single readings can be large; an effect the other way counts as inactive or inconclusive.

No.	canonical_smiles	A549 viability	Nrf2 ARE act	pAkt inh	Nrf2 inh	MmCpn inh
1	O=C(NC(=O)c1ccccc1F)OCc1ccc(Cl)cc1Cl	-1%	2.4%	i	2%	-3%
2	CC(=O)N1CCc2c(sc3c2c(=O)n(Cc2ccccc2)c(=O)n3CC(=O)Nc2ccc(C)c(F)c2)C1	-12%	-0.5%	/	?	/
3	CC1CCCC(C)N1C(=O)c1ccc(S(=O)(=O)NCc2ccco2)cc1 (centres undefined)	1%	0.2%	i	-18%	-1%
4	O=C(C=Cc1ccccn1)c1ccccc1O	-3%	?	i	3%	/
5	Cc1ccccc1-c1nnnn1C1CCS(=O)(=O)C1 (centres undefined)	1%	-0.3%	i	4%	1%
6	CC1(C(=O)NS(=O)(=O)c2ccc(F)cc2F)CCN1C(=O)c1ccccc1 (centres undefined)	/	0.3%	i	/	/
7	Cc1ncc(C(=O)Nc2ccccc2)[nH]1	1%	0.1%	i	?	/
8	CC(=O)c1ccccc1NC(=O)C1CCCN(C(=O)c2ccc(Cl)cc2)C1 (centres undefined)	-12%	4.6%	i	4%	-2%

No.	HepG2 tox	Abeta yeast res	CCT modulator	TGFb inhibitor
1	-3%	-3%	-0.3	11%
2	-18%	-4%	/	?
3	-3%	7%	-0.8	?
4	-42%	-92%[inhibitor]	-3.1	?
5	1%	-3%	-0.6	3%
6	2%	-6%	-0.1	-4%
7	-24%	-14%	-1.1	26%
8	-3%	-16%	1.6	-4%

Additional records follow:
No.	canonical_smiles	A549 viability	Nrf2 ARE act	pAkt inh	Nrf2 inh	MmCpn inh
9	Cc1ccc(-c2nn(Cc3ccccc3)cc2/C=C/C(=O)O)cc1	1%	0.4%	i	10%	-6%
10	C/C(=N/NC(=O)c1cc(C)[nH]n1)c1ccncc1	8%	0.0%	i	?	0%
11	O=C(c1cc(-c2ccccc2)n[nH]1)N1CCc2c([nH]c3ccccc23)C1c1ccccn1 (centres undefined)	-9%	0.6%	i	?	0%
12	CCOc1ccccc1CN1CCN(C2CCSCC2)CC1CCO (centres undefined)	-1%	-0.4%	i	2%	1%
13	Cn1c(C(=O)NCc2ccc(F)cc2)cc2cc(S(=O)(=O)N3CCCCC3)ccc21	6%	1.9%	/	/	/
14	CCOC(=O)C(CCCCCOc1ccccc1[N+](=O)[O-])C(=O)OCC	6%	3.2%	i	-12%	-1%
15	COCCCNC(=S)Nc1ccc(C)cc1[N+](=O)[O-]	1%	4.1%	i	28%	2%
16	CC1(Cc2ccc(Cl)cc2)C(=O)Nc2ccc(S(=O)(=O)NC3CCCCC3)cc21 (centres undefined)	/	0.1%[9.22 µM]	i	/	/

No.	HepG2 tox	Abeta yeast res	CCT modulator	TGFb inhibitor
9	-8%	1%	1.1	-4%
10	-25%	6%	-0.2	-9%
11	-26%	?	-0.2	20µM*
12	-17%	0%	-0.7	1%
13	6%	-9%	/	36%
14	2%	0%	0.3	18%
15	13%	-6%	-2.8	4%
16	-65%	2%	0.4	?

Additional compounds:
No.	canonical_smiles	A549 viability	Nrf2 ARE act	pAkt inh	Nrf2 inh	MmCpn inh
17	O=C(O)C1CCN(c2ncccn2)CC1	-2%	-0.1%	i	-14%	-1%
18	CC(=O)CSc1ccc(-c2nc3ccccc3[nH]2)cn1	-2%	-0.5%	i	?	-1%
19	CCOC(=O)C1(Cc2ccccc2C(F)(F)F)CCN(C(C)CSC)CC1 (centres undefined)	-11%	-0.1%	i	?	-1%
20	COc1ccc(CCNC(=O)C2CCCN(c3ncnc4c3nc3n4CCCCC3)C2)c(OC)c1 (centres undefined)	-1%	-0.3%	i	-23%	0%
21	COc1ccc(S(=O)(=O)Nc2cccc3c2O[C@H](CN(C)S(=O)(=O)c2cccs2)[C@@H](C)CN([C@H](C)CO)C3=O)cc1	6%	0.4%	i	-5%	2%
22	Cc1nc(-c2ccc(S(=O)(=O)NCc3ccc(OC(C)C)cc3)cc2)co1	-4%	3.2%	/	/	/
23	CCOC(=O)C1(CCOc2ccccc2)CCN(Cc2ccc(-n3cccn3)cc2)CC1	-22%	-0.1%	i	?	3%
24	COc1ccc(N(Cc2cccs2)C(=O)Nc2cccc(Cl)c2)cc1	-4%	6.3%	/	?	/

No.	HepG2 tox	Abeta yeast res	CCT modulator	TGFb inhibitor
17	-2%	0%	-0.4	24%
18	10µM*	-10%	-1.4	-1%
19	2%	11%	-17	-1%
20	-10%	-11%	1.3	-2%
21	9%	-12%	2.7	2%
22	-24%	4%	/	-6%
23	-22%	5%	-1.0	-23%
24	-20%	6%	/	?

Carrying on:
No.	canonical_smiles	A549 viability	Nrf2 ARE act	pAkt inh	Nrf2 inh	MmCpn inh
25	O=C(CSc1ccccc1)Nc1nnc(-c2ccco2)o1	-4%	-0.3%	i	-15%	0%
26	Cc1ccccc1C(=O)c1cccn1CC(=O)NCCC1=CCCCC1	1%	2.6%	i	1%	3%
27	O=C(NCc1ccc(F)cc1)C1CCCN1C(=O)Nc1cccc(F)c1 (centres undefined)	5%	0.6%	i	14%	1%
28	CCOc1ccccc1-n1nnnc1SCC(=O)O	1%	0.0%	i	3%	0%
29	CCOc1ccccc1NC(=O)CSc1nc(=O)n(CCCN2CCOCC2)c2c1CCCC2	-4%	0.2%	i	-14%	2%
30	Cc1ccc2nc(-c3ccc(NC(=O)CN4CCN(C(=O)c5ccco5)CC4)cc3)sc2c1	0%	4.3%	i	-13%	-24%
31	O=C(CSc1ncccn1)n1c2c(c3ccccc31)CCCC2	-3%	0.0%	i	4%	0%
32	COc1cccc(N2CCN(C(=O)/C=C/c3ccco3)CC2)c1	-2%	14%	i	3%	-6%

No.	HepG2 tox	Abeta yeast res	CCT modulator	TGFb inhibitor
25	6%	10%	-0.8	-17%
26	8%	6%	-0.2	-19%
27	0%	0%	-3.7	4%
28	-2%	6%	0.3	2%
29	-7%	2%	-2.1	-12%
30	-39%	-27%	-4.7	-6%
31	-50%	-12%	-1.1	?
32	2%	0%	-1.7	-25%

(next part)
No.	canonical_smiles	A549 viability	Nrf2 ARE act	pAkt inh	Nrf2 inh	MmCpn inh
33	O=S(=O)(c1ccccc1)N1CCN(S(=O)(=O)c2ccccc2)C1	-4%	0.0%	i	1%	1%
34	O=C(CSc1ccccc1F)NCC1(N2CCCCC2)CCCCC1	3%	-0.9%	i	27%	0%
35	COc1cc(C(=O)N2CCN(Cc3ccccn3)CC2)cc(OC)c1OC	-3%	-0.2%	i	1%	-2%
36	CCC(=O)NCc1ccc2[nH]c(C)cc2c1	-8%	0.2%	i	7%	-1%
37	CCn1c(SCC(=O)Nc2ccc(N3CCOCC3)cc2)nnc1-c1ccc(OC)cc1	-1%	-0.4%	/	/	1%
38	NCCOc1ccc(C23CC4CC(CC(C4)C2)C3)cc1	12%	-3.3%	i	25%	2%
39	COc1cc(-c2nnc3sc(Cc4ccc(Cl)cc4)nn23)cc(OC)c1OC	-16%	-0.4%	i	?	/
40	CCN(Cc1ccccc1)C(=O)c1cccc(S(=O)(=O)N2CCN(c3ccc(F)cc3)CC2)c1	-16%	0.0%	i	15µM*	1%

No.	HepG2 tox	Abeta yeast res	CCT modulator	TGFb inhibitor
33	-21%	0%	-2.2	-25%
34	-35%	-11%	2.4	-3%
35	5%	-2%	-1.6	-18%
36	0%	-10%	-0.8	10%
37	1%	-20%	0.3	-1%
38	-118%	-54%[inhibitor]	-1.3	?
39	-38%	11%	-0.9	-26%
40	-3%	-8%	-1.0	?

(continued)
No.	canonical_smiles	A549 viability	Nrf2 ARE act	pAkt inh	Nrf2 inh	MmCpn inh
41	COCCn1c(C)cc(C(=O)COC(=O)C2CC(=O)N(CCc3ccc(OC)c(OC)c3)C2)c1C (centres undefined)	2%	4.4%	i	?	1%
42	COc1cc(/C(C)=N/NC(=S)NC(C)C)cc(OC)c1OC	14%	3.8%[9.22 µM]	i	?	1%
43	CC1CN(Cc2cc(=O)n3ccsc3n2)CC(C)O1 (centres undefined)	-13%	0.0%	i	-21%	0%
44	O=C(Cc1ccc(Br)cc1)NCCc1ccc(F)cc1	3%	-0.6%	i	-16%	1%
45	Cc1c(N2C(=O)/C(=C\c3ccccc3O)SC2=S)c(=O)n(-c2ccccc2)n1C	-11%	9.9%	i	?	0%
46	O=C(Nc1nc2c(s1)CCCC2)c1cccnc1	10%	4.7%	i	?	2%
47	O=C(NCc1ccccc1)c1ccc(S(=O)(=O)N2CCCc3ccccc32)cc1	2%	2.2%	i	?	0%

No.	HepG2 tox	Abeta yeast res	CCT modulator	TGFb inhibitor
41	-2%	-6%	-3.9	10%
42	-37%	0%	0.7	10µM*
43	5%	-1%	-0.5	11%
44	1%	21%	-2.2	-14%
45	-51%	?	1.3	?
46	-43%	-29%	0.4	-4%
47	-6%	33%	-0.4	-15%

One compound at a time (already shown). Screens in order: A549 viability	Nrf2 ARE act	pAkt inh	Nrf2 inh	MmCpn inh	HepG2 tox	Abeta yeast res	CCT modulator	TGFb inhibitor
COCCn1c(C)cc(C(=O)COC(=O)C2CC(=O)N(CCc3ccc(OC)c(OC)c3)C2)c1C (centres undefined) reads 2%	4.4%	i	?	1%	-2%	-6%	-3.9	10%
CC1CN(Cc2cc(=O)n3ccsc3n2)CC(C)O1 (centres undefined) reads -13%	0.0%	i	-21%	0%	5%	-1%	-0.5	11%
Cc1c(N2C(=O)/C(=C\c3ccccc3O)SC2=S)c(=O)n(-c2ccccc2)n1C reads -11%	9.9%	i	?	0%	-51%	?	1.3	?
O=C(Nc1nc2c(s1)CCCC2)c1cccnc1 reads 10%	4.7%	i	?	2%	-43%	-29%	0.4	-4%
O=C(NCc1ccccc1)c1ccc(S(=O)(=O)N2CCCc3ccccc32)cc1 reads 2%	2.2%	i	?	0%	-6%	33%	-0.4	-15%

Screening data deposited in PubChem BioAssay by National Center for Advancing Translational Sciences (NCATS).
